Pf Dd2 growth – blocks in vitro growth of P. falciparum Dd2 | P. falciparum Dd2 growth, SYBR Green, 72 h | Potency, µM (titrated, usually from 28.9 µM), inactives show at the top dose activity, negative = inhibition, actives largely listed as inhibitors | 120,000 compounds, 4.3% hits | AID 1347417; active = well fitted inhibition curve with a large enough effect; inconclusive = small, poorly fitted or top-dose-only effect; inactive = no such curve, though single readings can be large or run the other way;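 also: plate controls were DMSO vehicle for no effect and reference drug for full effect; nearly all actives have a fitted effect of over 65% in size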
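Readout: SYBR Green fluorescence, 485 nm excitation, 535 nm emission, after ~16 h lysis at 37C. Before that, Dd2-infected red cells (2.5% hematocrit) grew 72 h with compound, 29 uM top final concentration.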
* = called active by the depositor; i = inactive; ? = inconclusive; [ ] = dose if it differs, or a comment. Potency is read from the fitted curve at half-maximal effect. Only part of the results is shown; rates above refer to the full screens.

SMILES	Pf Dd2 growth
Cc1noc(C)c1S(=O)(=O)N1CCC2(CC1)CC(N(C)Cc1ccccc1)CCO2 (stereo unspecified)	-8%
CN1[C@@H](CCC(=O)NCc2ccccc2)CNC(=O)[C@@H]2[C@H]1CCN2Cc1cccc(OC(F)(F)F)c1	i
O=C(Cc1ccc(F)cc1)N1CCC(n2cc(-c3nc(-c4ccccc4)no3)nn2)CC1	?
Cc1ccccc1CNC(=O)C(C)N(c1ccccc1)S(C)(=O)=O (stereo unspecified)	19%
CN1C[C@@H](NC(=O)c2ccccc2)C[C@H]1c1nc(-c2cnccn2)no1	-1%[44.1 µM]
CCCNC(=O)C1CCC(Cn2c(=O)c3sccc3n(Cc3ccccc3F)c2=O)CC1 (stereo unspecified)	?
Cc1cc(C(=O)Nc2ccc([C@H]3OCC(=O)N(Cc4nccn4C)[C@@H]3CO)cc2)n(C)n1	13%
CCCCNC(=O)C1CCN(S(=O)(=O)c2ccc3c(ccn3CC)c2)CC1	-14%
Cc1cc(C(=O)N2CCCC(c3[nH]ccc3C(N)=O)C2)c(C)n1Cc1ccco1 (stereo unspecified)	i
Cc1cc(N2CCCCC2)nc2ccc(NC(=O)c3cccc(Cl)c3)cc12	?
O=C(c1ccc2c(c1)OCO2)N1C[C@@H](CO)[C@H](c2ccncc2)C1	-23%
COCc1nc(C2CCN(C(=O)N(C)C)C2)no1 (stereo unspecified)	-3%
Cc1ncccc1C(=O)N1CCCN(S(=O)(=O)c2ccccc2)CCC(=O)NCC1	15%
CC(C)Cc1ccc(S(=O)(=O)N2CCCC2c2nncn2Cc2ccncc2)cc1 (stereo unspecified)	-22%
O=C(CC1CCCCC1)N1CCC(Cc2nc(-c3ccccc3)no2)CC1	9%
CCC1CCc2nc3sc(C(=O)Nc4ccc(F)c(F)c4)c(N)c3cc2C1 (stereo unspecified)	13%
Cc1ccc2[nH]c3c(=O)n(CC(=O)N4CCCC(C)C4)ncc3c2c1 (stereo unspecified)	61%[activator]
COc1ccc2c(c1)c1c(c(=O)n(-c3cccc(C)c3)c(=O)n1Cc1cccc(Cl)c1)n2C	?
O=C(CN1C(=O)CNC1=O)N1CCCN(C(=O)c2ccoc2)CC1	-1%
Cc1cc2oc(C(=O)N(Cc3ccccc3)C3CCS(=O)(=O)C3)cc(=O)c2cc1C (stereo unspecified)	1%
CCC(CO)Nc1ncnc2c1CN(C1CCCNC1)C(=O)CN2C (stereo unspecified)	19%
COCCNc1ncnc2c1c(-c1ccccc1)cn2-c1ccc(C)c(Cl)c1	-14%
Cc1ccccc1NC(=O)CSc1cn(CC(=O)N2CCCC2)c2ccccc12	1%
Cn1ccc(C(=O)N2CCC3(CC2)OC(=O)N(Cc2ccccc2)C3(C)c2ccccc2)n1 (stereo unspecified)	i
O=C(NCc1cccc(Cl)c1)C1CCCN(c2nn3cc(-c4ccc(F)cc4)nc3s2)C1 (stereo unspecified)	i

The results go on:
SMILES	Pf Dd2 growth
O=[S+]([O-])(c1ccc(Cl)cc1)c1nnn2c1nc(NC1CCCC1)c1ccccc12	51%[activator]
CC(C)c1ccc(S(=O)(=O)c2nnn3c2nc(N2CCN(C)CC2)c2sccc23)cc1	i
Cc1ccc(N2C(=O)CSC23C(=O)N(CC(=O)NCCc2ccccc2)c2ccccc23)cc1 (stereo unspecified)	-15%
Cc1ccc(-c2ccc3nnc(CNC(=O)COc4cccc(C)c4)n3n2)cc1	7%
CCCc1nc(C(=O)N2CCC3(CC2)C(=O)N(C)c2ccccc23)cs1	-30%
O=C(CC1CCN(C(=O)c2ccc(F)cc2)C1)NCc1ccccc1 (stereo unspecified)	30%
Cc1ccc(C(=O)N[C@@H]2CN(c3ccncn3)C[C@H]2CN(C)C)cn1	i
CCNC(=O)N1CC(Oc2ccc(-c3nc(-c4ccccc4)no3)cc2)C1	?
CCn1ccc(C(=O)N2CCCC2c2nc(C3CCOCC3)no2)n1 (stereo unspecified)	4%
O=C(c1cc(-c2ccc(Cl)cc2Cl)c2cccn2n1)N1CCCC1	11%
CCn1nnc(-c2cccc(NS(=O)(=O)NCc3ccccc3)c2)n1	-5%
Cc1cccc(C(=O)NCCc2sc(-c3ccccc3)nc2C)c1	21%
CN1Cc2ccccc2-n2ccnc2C12CCN(C(=O)c1ccc(F)cc1)CC2	1%[5.79 µM]
CCOC(=O)c1cccc(NC(=O)c2nn(-c3ccc(OC)cc3)c(=O)c3c2c2ccccc2n3C)c1	-12%
COc1ccc(CN2CCNC(=O)C2CC(=O)NCc2ccco2)c(F)c1 (stereo unspecified)	6%
COc1ccc(-c2nc(C)c(C)cc2C#N)c2cccnc12	-1%
CCOc1ccc(C2CC(=O)Nc3c2c(=O)nc(SCc2ccccc2C)n3C)cc1OC (stereo unspecified)	?
CCCS(=O)(=O)N1CCc2nn(C)c(=O)n2CC1	3%
O=C(O)C[C@@H]1CCN(C(=O)c2ccco2)C[C@@H]1CCN1CCOCC1	16%[44.1 µM]
C[C@]1(CO)[C@H]2Cc3sc(NC(=O)c4ccc(F)cc4)nc3[C@@H](CC(=O)N3CCOCC3)[C@]2(C)CC[C@H]1O	10µM*
CCc1cnc2c(c1SCc1cc(OC)cc(OC)c1)c(=O)n(C)c(=O)n2C	?
Cn1ccnc1CN1CCOC(CCNC(=O)NC2CCCC2)C1 (stereo unspecified)	3%
Cc1noc(C)c1C(=O)N1C[C@@H](COCC2CC2)[C@H](c2ccccn2)C1	?
CN1C(=O)CO[C@H](c2ccc(NC(=O)NC(C)(C)C)cc2)[C@H]1CO	i
COc1ccccc1C(=O)NC1CCN(c2ccc(C)cc2)C1=O (stereo unspecified)	-8%

Remaining list, next part
SMILES	Pf Dd2 growth
COc1cc(OC)cc(C(=O)NCc2ccc3c(c2)CCN3C(=O)c2ccccc2)c1	4%
Cc1cccc(N2CCN(S(=O)(=O)c3cc(C(=O)Nc4ccc(Oc5ccccc5)cc4)ccc3F)CC2)c1C	?
O=C(O)C1=NOC2CN(Cc3cncs3)CC12 (stereo unspecified)	11%[44.1 µM]
O=C(NCCc1nc2ccccc2n1Cc1ccc(Cl)cc1)c1ccccc1	9%
O=[S+]([O-])(c1ccc(Br)cc1)c1nnn2c1nc(NCc1ccc(F)cc1)c1ccccc12	?
COCCc1nncn1C1CCN(C(=O)c2ccc(OC)cc2)CC1	-7%
COc1cc(-c2cc3n(C)c(C)c(CCC(=O)NC4CCCCC4)c(=O)n3n2)cc(OC)c1OC	i
CCOCCOC1CCN(S(=O)(=O)c2ccccc2)CC1	-19%
COc1ccc(-c2nc3ccccc3n3c(-c4cccc(C)c4)c4c(=O)n(C)c(=O)n(C)c4c23)cc1	i
Cc1ccc(-c2nnc(C3CN(C(=O)C4CCC4)CC34CCOCC4)o2)cc1 (stereo unspecified)	23%
CCCCc1cc(C[C@H]2CNCC[C@H]2CC(=O)N2CCC(n3c(=O)[nH]c4ccccc43)CC2)no1	-22%
CCOC(=O)c1ccc(NS(=O)(=O)c2ccc3c(c2)OCCO3)cc1	30%
CCC1(C(=O)Nc2ccc(C(C)C)cc2)CCCCC(=O)N1 (stereo unspecified)	i
CCOc1ccccc1CNC(=O)c1noc(-c2ccc(C)cc2)n1	i
CC(Oc1ccc(CN2CCN(CCS(C)(=O)=O)CC2)cc1)C(=O)O (stereo unspecified)	4%
Cc1ccc(Cn2c(CNS(=O)(=O)c3ccc(C(C)(C)C)cc3)nc3cccnc32)cc1	-10%
CCOc1ccc(-n2cc(-c3ccccc3)c3c(N4CCC(C)CC4)ncnc32)cc1	?
O=C(NC1CCN(c2cc(-c3cccs3)[nH]n2)C1)c1ccncc1 (stereo unspecified)	i
COc1ccc(-c2nc3c4ccccc4n(CC(=O)Nc4cc(F)ccc4F)c(=O)n3n2)cc1	32%[activator]
CCn1ccc(C(=O)NC2CCN(c3cc(-c4ccccc4)[nH]n3)CC2)n1	?
Cc1cc(N2CCN(C)CC2)nc2ccc(NC(=O)c3ccccc3F)cc12	?
Cc1cccc(C(=O)n2nc(-c3ccco3)nc2NCc2ccccc2)c1	40%[activator]
Cc1ccc(-c2nc(-c3cc4cccc(OCc5ccc(F)cc5)c4oc3=O)no2)cc1	10%
Cc1c2cnn(CC(=O)NCC(C)c3ccccc3)c(=O)c2c(C)n1Cc1cccc(Cl)c1 (stereo unspecified)	-4%
N#Cc1ccc(CN2CCCC3(COc4ccccc4C(=O)N3)C2)cc1 (stereo unspecified)	-24%

Next entries follow:
SMILES	Pf Dd2 growth
O=C(Cc1ccc(F)cc1)N1CCC(Cc2nc(-c3ccc(F)cc3)no2)CC1	34%
COCCC(=O)N1[C@H]2CC[C@@H]1c1cnc(C)nc1C2	5%
CCCN(Cc1ccncc1)C(=O)c1cnc(-c2ccccn2)[nH]c1=O	13µM*
Cc1ccc(N2CC(c3nnc(Cc4ccc(Cl)cc4)o3)CC2=O)cc1 (stereo unspecified)	-7%
COc1cccc(NC(=O)N2CCC(OC3CCN(S(C)(=O)=O)CC3)CC2)c1	271%[activator]
CN(CCc1ccccn1)C(=O)[C@@]12CCCC[C@H]1N(C)C(=O)CC2	13%
CCc1cc(=O)n(CC(=O)NCc2ccc(OC)cc2)c(N2CCOCC2)n1	i
Cc1cc(C)n(CCC(=O)N2CC(F)(F)C[C@H]2c2nnc(C)o2)n1	33%[activator]
O=C(C[C@@H]1CCNC[C@@H]1Cc1cc(-c2ccc(F)cc2)on1)NCc1ccc(F)cc1	i
Cc1ccc(C(=O)N(Cc2sccc2C)C2CCS(=O)(=O)C2)cc1 (stereo unspecified)	2%
O=C1NCCN2CC3(CCN(C(=O)Nc4ccccc4F)CC3)CC12 (stereo unspecified)	-6%
CCn1cc(CN2CCC3(CC2)CCN(Cc2ncc[nH]2)CC3CO)cn1 (stereo unspecified)	-14%
O=C1NCc2ccccc2CC12CCN(CC1=CCCCC1)C2 (stereo unspecified)	?
O=C(O)C1CCN(C(=O)N2CC3CC(C2)[C@H]2CCCC(=O)N2C3)CC1 (stereo partly specified)	1%
CC(C)NC(=O)C[C@@H]1O[C@H](CNS(=O)(=O)c2ccccc2)[C@@H](O)[C@H]1O	31%[activator][44.1 µM]
CCN1C(=O)CCN(C(=O)NC2CCCCC2)CC12CCOCC2	2%
CC(O)c1cc2n(n1)CCN(C(=O)c1cc(=O)n(C)c(=O)n1C)C2 (stereo unspecified)	4%
CC(Oc1ccccc1)C(=O)N1CCC(n2cc(-c3nc(C(C)C)no3)nn2)CC1 (stereo unspecified)	-21%
O=C(O)C[C@@H]1CCN(C(=O)C2CCCC2)C[C@@H]1CCN(CCN1CCOCC1)c1ccccc1	-13%
CC(C)CN1CCN(C2CCOC3(CCN(C(=O)c4ccnn4C)CC3)C2)CC1 (stereo unspecified)	16%
CNc1ncc(C(=O)N2CC[C@@](O)(COC)C(C)(C)C2)cn1	-14%
COc1cccc(CN2C(=O)OC3(CCN(Cc4ccc5c(c4)CCO5)CC3)C2(C)c2cccnc2)c1 (stereo unspecified)	?
COc1ccccc1-n1ncc2c(=O)[nH]c(SCC(=O)Nc3ccc(Cl)cc3)nc21	i
COc1ccc(C(=O)N2CCC3(CC2)N=C(c2cccc(Br)c2)NO3)cc1OC	-1%
CNC(=O)[C@@H]1CN(C(=O)c2sccc2C)C[C@H]1c1nc(COC)no1	18%

Looked up above:
`CC(O)c1cc2n(n1)CCN(C(=O)c1cc(=O)n(C)c(=O)n1C)C2` (stereo unspecified) | Pf Dd2 growth = 4%
`O=C1NCCN2CC3(CCN(C(=O)Nc4ccccc4F)CC3)CC12` (stereo unspecified) | Pf Dd2 growth = -6%

Quoted at random: three compounds from above, in no set order.
SMILES	Pf Dd2 growth
Cc1ccc(N2CC(c3nnc(Cc4ccc(Cl)cc4)o3)CC2=O)cc1 (stereo unspecified)	-7%
COc1cccc(NC(=O)N2CCC(OC3CCN(S(C)(=O)=O)CC3)CC2)c1	271%[activator]
CNc1ncc(C(=O)N2CC[C@@](O)(COC)C(C)(C)C2)cn1	-14%

An excerpt from above in order of length of the SMILES, smallest number first.
SMILES	Pf Dd2 growth
COCCC(=O)N1[C@H]2CC[C@@H]1c1cnc(C)nc1C2	5%
CCn1cc(CN2CCC3(CC2)CCN(Cc2ncc[nH]2)CC3CO)cn1 (stereo unspecified)	-14%
CCc1cc(=O)n(CC(=O)NCc2ccc(OC)cc2)c(N2CCOCC2)n1	i
Cc1cc(C)n(CCC(=O)N2CC(F)(F)C[C@H]2c2nnc(C)o2)n1	33%[activator]
CNC(=O)[C@@H]1CN(C(=O)c2sccc2C)C[C@H]1c1nc(COC)no1	18%
O=C(C[C@@H]1CCNC[C@@H]1Cc1cc(-c2ccc(F)cc2)on1)NCc1ccc(F)cc1	i

The list continues.
SMILES	Pf Dd2 growth
CCOC(=O)CSc1nc2c(sc3ccccc32)c(=O)n1CCO	22%
COc1ccc(-c2nc(-c3ccccc3)c(-c3ccc(O)cc3)[nH]2)cc1	?
Cc1ccc(-c2nc(C(=O)NC(C)c3ccc(F)cc3)no2)cc1 (stereo unspecified)	31%[activator]
c1ccc(-c2nc(-c3cnccn3)no2)c(OC2CNC2)c1	-16%
CC(C)c1ccc(Nc2c(-c3ccco3)nc3ccccn23)cc1	?
CCOC(=O)c1cccc(NC(=O)N2CC[C@@H](CC(=O)O)[C@@H](CC)C2)c1	-4%[44.1 µM]
Cc1cc(-c2cnc3[nH]cc(CC(=O)NCc4cccnc4)c3c2)ccn1	i
O=C(Nc1ccc(C(F)(F)F)cc1)c1cc(S(=O)(=O)NC2CCCCC2)ccc1F	7.1µM*
COc1cc(Cl)c(C)cc1NC(=O)Cn1cnc2sc(C)c(S(=O)(=O)N3CCCCC3)c2c1=O	2%
COc1ccc(OCCn2cc(C(=O)c3ccco3)c3ccccc32)cc1	1µM*
Cc1cccc(N2CCN(C(=O)c3cccc(-n4c(C)nc5cccnc54)c3)CC2)c1C	-9%
Cc1cn2nc(C(=O)N3CCN(c4ccccn4)CC3)cc2c(N2CCCC2)n1	?
CCOc1ccc(NC(=O)N(Cc2cn(CC)c3ccccc23)C2CCCCCC2)cc1	10µM*
COc1ccc(C2(C(=O)N3CCC(n4cc(-c5nc(C)no5)nn4)CC3)CC2)cc1	3.2µM*
O=C(NCCCN1CCOCC1)c1ccc2c(c1)N(Cc1cccc(Cl)c1)C(=O)c1ccccc1S2	?
